Pf Dd2 inh: inhibitors of Plasmodium falciparum Dd2 growth. Potency, µM (doses to about 28.9 µM), without a hit: at the top dose activity, negative = inhibition, usual class: inhibitors. P. falciparum Dd2 growth, SYBR Green, 72 h. hit rate 4.3% among 120,000. AID 1347417; active = well fitted inhibition curve with a large enough effect; inconclusive = small, poorly fitted or top-dose-only effect; inactive = no such curve, though single readings can be large or run the other way;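 note: plate controls were DMSO vehicle for no effect and reference drug for full effect; nearly all actives have a fitted effect of over 65% in size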
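Infected erythrocytes (Dd2, 0.3% parasitemia, 2.5% hematocrit final) are added to compound in RPMI-1640/Albumax II medium, grown 72 h at 37C in low oxygen, then lysed with saponin/Triton-X containing SYBR Green and read by fluorescence.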
Starred values were filed as active, the others as inactive; i = inactive; ? = inconclusive; [ ] = another dose, or the depositor's remark. Potency is the fitted concentration of half-maximal effect.

cpd	Molecule	Pf Dd2 inh
1	COc1ccc(OCC(O)Cn2c(=N)n(CCN3CCCCC3)c3ccccc32)cc1 (stereo unspecified)	7.9µM*
2	COc1ccc(-c2cn3nc(N4CCC(C(=O)Nc5cccc(C)c5C)CC4)sc3n2)cc1	11%
3	Cc1ccccc1CNC(=O)CCC[C@@H]1[C@H]2CCCN3CCC[C@@H](CN1Cc1cccnc1)[C@@H]23	?
4	CC1Oc2ccc(NC(=O)COc3ccccc3)cc2CN(Cc2ccccc2)C1=O (stereo unspecified)	i
5	COc1ccc2nc(CNC(=O)C3CCN(C(=O)C4CCC4)CC3)[nH]c2c1	-2%
6	CCOc1ccccc1C(=O)N1CCC(c2n[nH]c(=O)n2-c2ccc(C)cc2)CC1	-5%
7	COC(=O)[C@H](Cc1ccc(OC)cc1)NC(=O)[C@H]1CN(S(=O)(=O)c2ccccc2)CCN1C(=O)c1cccs1	?
8	CCCC1c2nccn2CCCN1C(=O)c1ccncc1F (stereo unspecified)	-9%
9	CN(C)C(=O)c1ccc(-c2cnc3[nH]cc(CC(=O)N4CCOCC4)c3c2)cc1	-13%[44.1 µM]
10	O=C(CSc1nc2ccccc2n1Cc1cccc(F)c1)NCc1ccccc1	?
11	Cc1ccc(Cn2c(C)c3cnn(CC(=O)N4CCN(c5ccc(F)cc5)CC4)c(=O)c3c2C)cc1	?
12	COc1ccc(C2Cn3nnc(C(=O)N4CCC(C(=O)NC5CCC(C)CC5)CC4)c3CO2)cc1 (stereo unspecified)	-8%
13	CC(C)NC(=O)c1ccc2nccn2c1	21%[44.1 µM]
14	Cc1ccccc1-c1nc2scc(CCNC(=O)c3ccco3)n2n1	31%[activator]
15	Cn1cnc(S(=O)(=O)NC2CCc3nn(CC4CC4)c(=O)n3CC2)c1 (stereo unspecified)	5%
16	Cc1ccc(C)c(N2CCN(C(=O)c3cc(C)nc4c3c(C)nn4-c3cccc(F)c3)CC2)c1	?
17	COc1ccc(CC(=O)N2CC(=O)Nc3ccc(Br)cc3C2c2ccc(F)cc2)cc1 (stereo unspecified)	-18%
18	O=C(CN1C(=O)C(c2ccccc2)=NC12CCCCC2)N1CCN(c2ccccc2)CC1	?
19	COCCN1C(=O)CS(=O)(=O)C12CCN(C(=O)c1ccccc1C)CC2	-5%
20	COc1cccc(CNC(=O)c2ccc3nc(CCc4ccccc4)oc3c2)c1OC	15%
21	O=C(Cn1ccn2nc3c(c2c1=O)CCCC3)Nc1ccc2c(c1)OCCO2	14%
22	CCOc1cccn2c(=O)c(-c3cc(C)n(-c4ccc(Cl)cc4)n3)c(C)nc12	-5%
23	CCN1c2cc(C(=O)Nc3cccc(Cl)c3)ccc2C(=O)N2CCCCCC21 (stereo unspecified)	?
24	CC(=O)N1CCC(N[C@@H]2C[C@H](Cn3cc(-c4cccnc4)nn3)[C@@H](O)[C@H]2O)CC1	-4%
25	Cc1cc2c(c(=O)n(-c3ccccc3)c(=O)n2CC(=O)Nc2cccc(C#N)c2)n1C	?
26	COc1ccc(Cn2c(CNC(=O)Cc3ccc(OC)c(OC)c3)nc3cccnc32)cc1	-4%
27	Cc1c(-c2cc(C(=O)N3CC[C@](C)(O)[C@@H](O)C3)no2)cnn1C	-2%
28	COc1ccc(-c2c(C)nn3c(-c4ccccc4)cc(-c4ccccc4)nc23)cc1	1%
29	COCC(=O)NC[C@H]1CCN(S(C)(=O)=O)C[C@H]1N(C)C	12%
30	CCSc1ncc(Cl)c(C(=O)Nc2nc3ccc(S(C)(=O)=O)cc3s2)n1	64%[activator]
31	CC1CCN(C(=O)CSc2c3c(nc4ccc(Cl)cc24)CCCC3)CC1	?
32	Cc1cc(S(=O)(=O)N2CCN(C3CCN(CCc4ccccc4)C3=O)CC2)ccc1F (stereo unspecified)	i
33	CCc1noc(-c2cn(C3CCN(C(=O)c4cccc(OC)c4)CC3)nn2)n1	?
34	CCc1ccccc1NC(=O)c1ccc2nc(C(C)C)oc2c1	?
35	Cn1nc2n(c1=O)CCN(S(=O)(=O)c1ccccc1C(F)(F)F)CC2	20%
36	O=C(c1cnc(C23CC4CC(CC(C4)C2)C3)[nH]c1=O)N1C[C@H]2CNC[C@H]2C1	-4%
37	CC(=O)Nc1ccc(CN2C(=O)OC3(CCN(Cc4ccccc4)CC3)C2(C)c2ccccc2)cc1 (stereo unspecified)	-19%
38	COC(=O)[C@@H]1Cc2ncn(Cc3ccc(Cl)cc3)c2CN1Cc1cccs1	?
39	CCOc1ccc(CNC(=O)CCCc2cn(C)c3ccccc23)cc1OC	7%
40	CCOC(=O)c1c(NC(=O)c2cc(=O)c3cc(C)cc(C)c3o2)sc(C)c1C	-4%
41	CN(C)CC1(O)CCCN(C(=O)c2ccccc2-c2ncc[nH]2)CC1 (stereo unspecified)	-1%
42	O=C(Cn1nc2c(cc1=O)CCCCC2)N1CCN(Cc2ccccc2Cl)CC1	-15%
43	Cc1ccc(NC(=O)CN2C(=O)c3ccccc3Sc3ccc(C(=O)N4CCOCC4)cc32)cc1F	?
44	O=C(c1cc(F)ccc1F)N1CC(c2nnc(-c3ccncc3)o2)C2(CCOCC2)C1 (stereo unspecified)	?
45	COc1ccccc1-c1cc([C@H]2CN3CC[C@H]2C[C@@H]3COC(=O)Nc2ccc(C(C)=O)cc2)n(C)n1	?
46	O=C(NCc1ccccn1)c1nn(-c2ccccc2Cl)nc1CO	6%
47	CCN(CC)c1nc2c(S(=O)(=O)c3ccccc3)nnn2c2ccc(Cl)cc12	i
48	CCc1cccc(C)c1NC(=O)Cn1c(=O)cc(C(F)(F)F)c2c(C)nn(C)c21	3%
49	Cc1nc(C(=O)N2C[C@@H](COCC3CC3)[C@H](c3ccncc3)C2)co1	-18%
50	Cc1cccc(Cn2cc(C(=O)Nc3ccc(F)c(C(F)(F)F)c3)ccc2=O)c1	?
51	COc1ccc(C)cc1NC(=O)C(=O)NCCc1sc(-c2cccc(C)c2)nc1C	-20%
52	CCCc1nn2c(=O)cc(COc3ccc(/C=C(\C#N)C(=O)Nc4ccc(F)cc4)cc3)nc2s1	25%
53	CCCc1nnc([C@H]2CCN(C3CCN(C(C)=O)CC3)C2)o1	-5%[44.1 µM]
54	O=C1CCN(C(=O)c2cccnc2)CCCC(C(=O)NCCc2ccccc2)CCN1 (stereo unspecified)	-28%
55	CCc1nn(CCCC(=O)NCc2ccccc2Br)c(=O)c2cc3occc3n12	13%
56	Cn1c(C(=O)N2CCN(c3ccccn3)CC2)cc2c1CCN(Cc1ccccc1)C2	?
57	C[C@@H]1C(=O)O[C@H]2[C@H]1CC[C@@]1(C)Cc3sc(NC(=O)c4ccc(F)c(Cl)c4)nc3[C@@H](C)[C@H]21	11µM*
58	COc1cc2c(cc1OC)C(C[C@H]1CN(C(=O)Nc3ccc(Cl)cc3)CC[C@H]1CC(=O)O)=NCC2	i
59	COc1ccc(C(=O)N2C(C(=O)N3CCCC3)COC23CCN(C(=O)C2CCC2)CC3)cc1 (stereo unspecified)	-16%
60	COc1ccc(OCC(=O)OCc2cc(=O)n3nc(C4CC4)sc3n2)cc1	17%

Quoted from above, compounds 31–34
cpd	Molecule	Pf Dd2 inh
31	CC1CCN(C(=O)CSc2c3c(nc4ccc(Cl)cc24)CCCC3)CC1	?
32	Cc1cc(S(=O)(=O)N2CCN(C3CCN(CCc4ccccc4)C3=O)CC2)ccc1F (stereo unspecified)	i
33	CCc1noc(-c2cn(C3CCN(C(=O)c4cccc(OC)c4)CC3)nn2)n1	?
34	CCc1ccccc1NC(=O)c1ccc2nc(C(C)C)oc2c1	?

The results go on.
cpd	Molecule	Pf Dd2 inh
61	COCCc1noc([C@@H]2CN(C3CCCC3)C[C@H]2CO)n1	11%
62	CCCN1CCC2(Cc3ccccc3CN([S+](=O)([O-])c3ccccc3)C2)C1 (stereo unspecified)	?
63	Cn1cc(CN2CCCCCNC(=O)[C@@H]3CCC[C@@H]32)c2ccccc21	?
64	CC(C)c1noc(-c2cn(C3CCCN(C(=O)c4cccc(Cl)c4)C3)nn2)n1 (stereo unspecified)	?
65	CCN(CC)Cc1cnc2c(C(=O)NC(C3CC3)C3CC3)cnn2c1	?
66	CC(c1n[nH]c(=O)n1CCc1ccccc1F)n1cccn1 (stereo unspecified)	8%
67	CCOc1ccccc1NC(=O)CN1CCN(S(=O)(=O)c2ccc(Br)cc2)CC1	?
68	O=C([C@@H]1C[C@@H](c2ccc(F)cc2)N(Cc2ccccc2)C1)N1CCN(c2ccccn2)CC1	7.1µM*
69	CCCCc1ccc(NC(=O)CN2C(=O)C(c3ccccc3)=NC23CCCC3)cc1	i
70	Cc1cc(C)cc(NC(=O)C2CCN(S(=O)(=O)c3cn(C)cn3)CC2)c1	6%
71	COCCN1CCCCCC(O)c2cc(C(=O)N3CCN(c4ncccn4)CC3)ccc21 (stereo unspecified)	i
72	O=C(Cc1ccccc1)Nc1sc2c(c1C(=O)Nc1ccc(Br)cc1)CCCC2	?
73	O=C1NCCCN1C1CCN(Cc2ccncc2)CC1	-4%[44.1 µM]
74	COc1ccc(CCNC(=O)C[C@@H]2c3nc(NC(=O)CC(C)(C)C)sc3C[C@@H]3[C@](C)(CO)[C@H](O)CC[C@]32C)cc1OC	?
75	COc1cccc(C2Nc3ccccc3-c3nnc(SCc4ccccc4)nc3O2)c1OC (stereo unspecified)	2%
76	CSc1ccc(CCNc2ncnc3onc(-c4ccc(Cl)cc4)c23)cc1	?
77	COCCNC(=O)c1ccc2c(c1)N(C)C(CC(=O)Nc1ccc(C)nc1)CO2 (stereo unspecified)	?
78	CC(=O)Nc1ccccc1-c1c(C)nn2c1N(C(=O)Cc1ccccc1)CCC2	?
79	COc1cccc(CN2CCCC3(CN[S+](=O)([O-])c4ccccc4N3)C2)c1 (stereo unspecified)	-12%
80	O=S1(=O)c2ccccc2N(Cc2ccccc2)c2ccccc21	i
81	Clc1ccc(C2Cn3nnc(-c4nc(C5CC5)no4)c3CO2)cc1 (stereo unspecified)	?
82	CCN1CCCN(C(=O)c2ccco2)CC12CCOCC2	11%
83	CCN(C(=O)CN1C(=O)NC2(CCC(C(C)(C)C)CC2)C1=O)c1cccc(C)c1 (stereo unspecified)	?
84	C[S+](=O)([O-])N1C[C@H](C(=O)Nc2cccc(Cl)c2)C[C@@H]1c1ccc(F)cc1	?
85	COc1ccc2nc(C[C@@H]3C[C@@H](C(C)C)[C@H](CNCc4ccc(NC(C)=O)cc4)C=C3C)[nH]c2c1	i
86	O=C(Cn1ccn2nc3c(c2c1=O)CCCC3)NC1CCCC1	16%
87	Cc1ccc(C(=O)N2CCN(c3cc(-c4cccs4)[nH]n3)CC2)cc1	i
88	CCC(=O)N1CCc2c(C(=O)NCc3cccc(F)c3)cccc21	i
89	CC(C)c1noc(-c2cccn3c(CNC(=O)c4cccnc4)nnc23)n1	-17%
90	COCc1nncn1C1CCN(S(=O)(=O)c2ccccc2Cl)CC1	-8%

Reformatted with each value named: four of the compounds above.
74: COc1ccc(CCNC(=O)C[C@@H]2c3nc(NC(=O)CC(C)(C)C)sc3C[C@@H]3[C@](C)(CO)[C@H](O)CC[C@]32C)cc1OC
  Pf Dd2 inh = ?

61: COCCc1noc([C@@H]2CN(C3CCCC3)C[C@H]2CO)n1
  Pf Dd2 inh = 11%

89: CC(C)c1noc(-c2cccn3c(CNC(=O)c4cccnc4)nnc23)n1
  Pf Dd2 inh = -17%

88: CCC(=O)N1CCc2c(C(=O)NCc3cccc(F)c3)cccc21
  Pf Dd2 inh = i

Carrying on.
cpd	Molecule	Pf Dd2 inh
91	COc1ccc(OC)c(NC(=O)N2CCC(CN3CCCCC3)CC2)c1	-15%
92	Cc1cc(Nc2ccc(Br)cc2)n2nc(-c3ccccc3C)nc2n1	?
93	O=C(Nc1cccc(F)c1)C1=NO[C@@H]2CN(c3ccccn3)C[C@H]12	-23%[44.1 µM]
94	CCN1CCc2c(sc(NC(=O)CSc3ccccc3)c2-c2nc3ccccc3s2)C1	?
95	O=C(Cc1ccccc1Cl)NC1CCN(c2cc(-c3ccc(F)cc3)[nH]n2)C1 (stereo unspecified)	?
96	COCc1nc(C2CCCN(C(=O)C3CCC3)C2)no1 (stereo unspecified)	70%[activator]
97	C[C@@H](NC(=O)c1nc2ccccc2[nH]1)c1onc(-c2ccc(F)cc2)c1C(=O)O	i
98	Cc1ccc(-c2noc([C@@H]3Cc4nc[nH]c4CN3Cc3cccc(C#N)c3)n2)cc1	?
99	COCCc1noc(C2CCCN(C(=O)Cn3ncc4ccccc4c3=O)C2)n1 (stereo unspecified)	-7%
100	CN(C)c1ccc(C(CNC(=O)c2ccccc2Cl)N2CCc3ccccc32)cc1 (stereo unspecified)	-8%
101	O=S(=O)(NCC(c1cccs1)S(=O)(=O)c1ccccc1)c1ccc(F)cc1 (stereo unspecified)	i
102	CN(CCc1ccncc1)C(=O)CCc1ccnc(N2CCOCC2)c1	15%
103	CCOC(=O)c1cccc(NC(=O)c2cc3c(-c4cccc(OC)c4)nn(C)c3s2)c1	-7%
104	COC(=O)[C@@H](Cc1cccnc1)NC(=O)[C@H]1CN(S(=O)(=O)c2ccccc2)CCN1C(=O)N1CCOCC1	-7%
105	FC(F)(F)c1cccc(-n2cc(-c3ccccc3)c3c(N4CCCCC4)ncnc32)c1	20%
106	CC(C(=O)NCc1ccccc1)C1CCOCC1 (stereo unspecified)	32%[activator]
107	COc1ccccc1N1CCN(c2cc(C)nc3nc(-c4ccc(C)cc4)nn23)CC1	?
108	Cc1ccc(NC(=O)C2CCN(C(=O)c3cnn(-c4ccccc4)c3-n3cccc3)CC2)cc1	-7%

Assay outcomes (PubChem BioAssay)

This is a subset; the hit share may differ from the screen's.
